SRC2 TRFRET art: flags TR-FRET format artefacts in PPARgamma SRC-2 recruitment agonist screen | TR-FRET ratio at 8 µM | 200,000 tested, 0.4% active | TR-FRET artefact counter-screen; stronger effect = higher value; in the data active = TR-FRET ratio above about 2000; note: inactives centre near 1500
PPARg SRC2 recr: agonists of SRC-2 recruitment by human PPARgamma; P37231; PPARgamma LBD-SRC-2 recruitment, biochemical; activation, % at 8 µM; 200,000 tested, 0.34% active; in the data active = activation above about 22%;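 note: 0% = vehicle and 100% = reference agonist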
Target sequence (P37231 whole entry, looked up, the tested form may be a part): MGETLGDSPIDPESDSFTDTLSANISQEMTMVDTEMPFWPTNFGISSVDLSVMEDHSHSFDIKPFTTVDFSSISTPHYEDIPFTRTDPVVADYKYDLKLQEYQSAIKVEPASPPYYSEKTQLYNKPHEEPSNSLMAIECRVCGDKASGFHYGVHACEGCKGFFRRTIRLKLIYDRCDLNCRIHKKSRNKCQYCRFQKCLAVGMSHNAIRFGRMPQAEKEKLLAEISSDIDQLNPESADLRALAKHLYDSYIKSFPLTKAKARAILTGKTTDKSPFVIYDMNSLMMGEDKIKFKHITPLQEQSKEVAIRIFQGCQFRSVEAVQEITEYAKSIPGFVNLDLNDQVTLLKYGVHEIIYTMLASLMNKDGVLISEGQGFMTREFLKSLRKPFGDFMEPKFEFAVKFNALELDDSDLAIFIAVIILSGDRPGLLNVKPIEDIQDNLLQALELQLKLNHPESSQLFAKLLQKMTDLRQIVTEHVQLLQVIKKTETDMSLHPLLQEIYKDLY
HMGR II inh: inhibitors of class II HMG-CoA reductase from Enterococcus faecalis; inhibition, % at 10 µM; purified E. faecalis HMGR, NADPH absorbance 340 nm kinetic; 190,000 tested, 0.41% active;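 active = inhibition above a set limit, the median over all tested compounds plus 3 SD, cut at about 9.5% in these data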;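 note: enzyme runs in reverse so mevalonate oxidation gives rising NADPH absorbance; 0% = complete reaction with DMSO and 100% = background rate lacking mevalonate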
TNAP inh no acc: inhibitors of human TNAP without phosphate acceptor; P05186; purified TNAP, CDP-star luminescence, 30 min; inhibition, % at 20 µM; 200,000 tested, 0.26% active; AID 1012;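 active = tissue-nonspecific alkaline phosphatase inhibition above about 50% at 20 µM in the single-dose screen, limit read from the data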;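 note: 0% = DMSO negative control and 100% = EDTA positive control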
Target sequence (P05186 whole entry, looked up): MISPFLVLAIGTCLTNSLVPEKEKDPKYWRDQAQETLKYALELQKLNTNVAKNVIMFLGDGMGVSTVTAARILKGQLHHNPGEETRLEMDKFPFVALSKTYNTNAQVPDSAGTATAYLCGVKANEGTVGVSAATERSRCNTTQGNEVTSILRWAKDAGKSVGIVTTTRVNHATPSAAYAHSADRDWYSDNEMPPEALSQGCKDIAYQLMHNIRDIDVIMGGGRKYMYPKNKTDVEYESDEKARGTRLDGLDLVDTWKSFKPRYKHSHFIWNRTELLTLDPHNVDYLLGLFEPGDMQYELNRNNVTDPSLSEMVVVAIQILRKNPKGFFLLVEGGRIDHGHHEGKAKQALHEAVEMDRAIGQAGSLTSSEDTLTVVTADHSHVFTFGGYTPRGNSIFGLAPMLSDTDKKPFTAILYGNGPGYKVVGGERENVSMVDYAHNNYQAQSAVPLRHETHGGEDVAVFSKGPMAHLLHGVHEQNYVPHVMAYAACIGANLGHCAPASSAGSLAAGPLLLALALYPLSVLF
TNAP act hiacc: increases human TNAP activity under high phosphate acceptor concentration | P05186 | purified TNAP, CDP-star luminescence, 1 M DEA, 30 min; stronger effect = higher value; 0 = EDTA background, 1 = DMSO-only activity | activation factor at 20 µM | 200,000 tested, under 10 active;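 active = activation factor at least 2 at 20 µM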
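Assay system: human TNAP; Input: enzyme diluted 1/800 final; Reagent: CDP-star luminogenic substrate at 100 µM final; Timing: 30 min, room temperature; Signal: luminescence; Evaluation: TNAP activation factor scaled between EDTA and DMSO control wells.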
bIAP activator: intestinal alkaline phosphatase (bovine) activation; purified bovine IAP, CDP-star luminescence, 30 min; stronger effect = higher value; fold of DMSO-control signal, blank-subtracted; activation factor at 20 µM; 200,000 tested, 0.17% active; AID 1016;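 active = activation factor of 2 or more at 20 µM, a signal rise over negative controls twice the positive control's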
PPARg SRC-1 ag: PPARgamma-driven SRC-1 recruitment agonism. PPARgamma-SRC-1 coactivator recruitment biochemical assay. activation, % at 8 µM. P37231. 200,000 tested, 0.41% active; in the data active = activation above about 19%;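 note: 0% = DMSO and 100% = reference agonist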
TNAP inh hi DEA: blocks human TNAP under high phosphate acceptor concentration; P05186; 200,000 tested, 0.03% active; AID 1135; purified TNAP, CDP-star luminescence, 1 M DEA; inhibition, % at 20 µM;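 active = over 50% inhibition of tissue-nonspecific alkaline phosphatase at 20 µM in the single-dose screen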;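 note: plate controls were DMSO wells for no effect and EDTA-quenched wells as full inhibition for full effect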
bIAP inhibitor: blocks bovine intestinal alkaline phosphatase activity; 190,000 tested, under 10 active; purified bovine IAP, CDP-star luminescence, 30 min; inhibition, % at 20 µM; AID 1019;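 active = over 50% inhibition of intestinal alkaline phosphatase at 20 µM in the single-dose screen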
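Assay system – bovine IAP enzyme · Quantity – bovine IAP at 1/65,000,000 final dilution · Detection – CDP-star luminescence signal · Times – 30 min reaction at room temperature · Also added – CDP-star substrate at 30 µM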
PPARg SRC-3 ag: agonists of human PPARgamma SRC-3 coactivator recruitment; AID 731; activation, % at 8 µM; 200,000 tested, 0.26% active; P37231; biochemical PPARgamma/SRC-3 coactivator recruitment assay; in the data active = activation above about 23%;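 note: 0% = DMSO and 100% = reference agonist; some compounds past the cut are filed as inactive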
Numbers without * were called inactive.

SMILES | SRC2 TRFRET art | TNAP inh hi DEA | bIAP activator | TNAP inh no acc | HMGR II inh | PPARg SRC-1 ag | PPARg SRC-3 ag | TNAP act hiacc | bIAP inhibitor | PPARg SRC2 recr
O=C(COC(=O)c1ccccc1NC(=O)c1ccco1)NC1CCS(=O)(=O)C1 (stereo not given) | 1513 | -3 | 0.9 | -5 | -1 | -2 | -1 | 1 | 9 | 7
CCNC(=O)C1CC(=O)N(Cc2ccc3c(c2)OCO3)C(=Nc2ccc(OCC)cc2)S1 (stereo not given) | 1547 | 2 | 1 | -4 | -1 | 0 | 5 | 1 | 1 | 7
Cc1nn(C)c(Cl)c1CN1CCN(C2CCCCC2)C(CCO)C1 (stereo not given) | 1401 | -9 | 1.1 | -4 | -1 | -7 | 0 | 1.1 | -10 | -9
CCCN1C2CCCC1CC(NC(=O)c1ccccc1F)C2 (stereo not given) | 1486 | -5 | 0.9 | -2 | 3 | 6 | -5 | 1 | 13 | 6
CCCOC(=O)C1=C(C)NC(=O)NC1c1ccc(Br)s1 (stereo not given) | 1557 | -2 | 0.9 | -7 | 6 | 3 | 4 | 1 | 7 | 3
C/C(=N\NC(=S)NC1CCCCC1)c1c(F)cccc1F | 1765 | 1 | 0.9 | -23 | -4 | 2 | 5 | 1 | 9 | 2
CN(C)c1ccc(/C=N/c2cc(-c3ccccc3)nn2-c2ccccc2)cc1 | 1551 | -7 | 0.9 | 6 | -7 | -1 | 2 | 1.1 | 14 | 4
O=C(NNC(=O)C1CC(c2cccs2)=NO1)NC1CCCCC1 (stereo not given) | 1566 | 0 | 1.4 | -5 | 1 | 5 | 0 | 1 | -38 | 8
Cc1csc(NC(=O)C2CCC(C)(C(=O)O)C2(C)C)n1 (stereo not given) | 1483 | -6 | 1 | -5 | 2 | 2 | -2 | 1.1 | 3 | 0
O=C(O)c1cc(-c2ccc(/C=N/Nc3ccc([N+](=O)[O-])cn3)o2)ccc1Cl | 1494 | 41 | 0.9 | 9 | -7 | 2 | -2 | 0.6 | 14 | 4
CCOC(=O)c1cnn(CCOC(=O)C2CC2)c1NC(=O)C1CC1 | 1620 | -1 | 1 | -6 | 5 | 8 | 3 | 1 | 3 | 0
CCN(CC)CCN(C(=O)c1ccc(N2C(=O)CCC2=O)cc1)c1nc2cc3c(cc2s1)OCCO3 | 1573 | 1 | 1 | -3 | -2 | -7 | -11 | 1 | -3 | -1

Sorted by value in PPARg SRC2 recr (largest number first): some entries from above
Structure | TNAP inh hi DEA | bIAP activator | TNAP inh no acc | HMGR II inh | PPARg SRC-1 ag | PPARg SRC-3 ag | TNAP act hiacc | bIAP inhibitor | PPARg SRC2 recr
O=C(COC(=O)c1ccccc1NC(=O)c1ccco1)NC1CCS(=O)(=O)C1 (stereo not given) | -3 | 0.9 | -5 | -1 | -2 | -1 | 1 | 9 | 7
CCCN1C2CCCC1CC(NC(=O)c1ccccc1F)C2 (stereo not given) | -5 | 0.9 | -2 | 3 | 6 | -5 | 1 | 13 | 6
CCOC(=O)c1cnn(CCOC(=O)C2CC2)c1NC(=O)C1CC1 | -1 | 1 | -6 | 5 | 8 | 3 | 1 | 3 | 0

Going on with the list:
SMILES | SRC2 TRFRET art | TNAP inh hi DEA | bIAP activator | TNAP inh no acc | HMGR II inh | PPARg SRC-1 ag | PPARg SRC-3 ag | TNAP act hiacc | bIAP inhibitor | PPARg SRC2 recr
Cn1cc(/C=N/NC(=O)c2cccc([N+](=O)[O-])c2)c2ccccc21 | 1579 | -1 | 1 | -10 | -11 | 13 | 2 | 1 | 4 | 4
CC(=O)Nc1ccccc1NC(=O)C/C(C)=N/NC(=O)C(=O)Nc1cccc(Cl)c1C | 1693 | 2 | 1.2 | -6 | 8 | 7 | 3 | 1 | -21 | 11
O=C(NCc1ccc2c(c1)OCO2)c1ccc(CS(=O)(=O)c2cccc(C(F)(F)F)c2)o1 | 1667 | 1 | 0.9 | -4 | 3 | 2 | 1 | 1 | 6 | 4
COc1ccc(Cn2nnnc2C(c2cccs2)N2CCCCCC2)cc1 (stereo not given) | 1550 | -5 | 0.7 | -11 | -7 | 3 | -3 | 1.1 | 33 | 4
Cc1cc(=O)oc2cc(OCC(O)CN3CCc4ccccc4C3)ccc12 (stereo not given) | 1545 | -8 | 1 | -4 | -3 | -1 | 2 | 1.1 | 3 | 1
Cc1ccccc1N1C(=O)C2ON(c3ccccc3)C(c3cccnc3)C2C1=O (stereo not given) | 1417 | -7 | 1 | -15 | -1 | -5 | -8 | 1.1 | 4 | -1
COc1ccc(-c2nnc(-c3ccc(N)cc3)o2)cc1 | 1597 | -4 | 0.8 | -15 | -1 | -2 | 0 | 1 | 17 | 10
CCS(=O)(=O)c1ccc(O)c(NC(=O)COc2ccc(C)cc2)c1 | 1613 | -3 | 1.3 | -8 | -2 | 1 | 2 | 1 | -27 | 0
CCOc1ccc(N(CC(=O)NC(C(C)C)C(C)C)S(=O)(=O)c2ccc(OC)c(OC)c2)cc1 | 1363 | -3 | 1.1 | -5 | -1 | 2 | -1 | 1 | -10 | -8
CCOP(=O)(OCC)c1nc(-c2ccccc2)oc1NCc1ccccc1 | 1597 | 1 | 0.7 | -10 | -3 | 11 | 1 | 1 | 28 | -6
CCNC(=O)NC(=O)C(C)OC(=O)c1oc2ccc(OCC)cc2c1C (stereo not given) | 1635 | 1 | 0.9 | -2 | -4 | -2 | -7 | 1 | 6 | 0
CC1CCCCN1Cc1nc2c(c(=O)n(C)c(=O)n2C)n1Cc1c(F)cccc1Cl (stereo not given) | 1663 | -2 | 1 | -4 | 4 | 8 | 11 | 1 | -5 | 5
COC(=O)c1ccccc1NC(=O)N1CCCC1 | 1549 | -2 | 0.9 | -11 | 4 | 2 | -6 | 1 | 10 | 3
O=C(N/N=C/c1cccc(OC(=O)c2ccco2)c1)c1ccc(F)cc1 | 1285 | -3 | 1.1 | -10 | 0 | 4 | -1 | 1 | -10 | -3
Cc1cc(C)nc(NC(=O)NS(=O)(=O)N2CCCCCC2)n1 | 1498 | -4 | 0.9 | -9 | -2 | -3 | -1 | 1 | 6 | -6
c1ccc(C2(Cn3ccc4ccccc43)OCCO2)cc1 | 1588 | -6 | 0.9 | -7 | -1 | 4 | 13 | 1.1 | 6 | 6
O=C(O)C1(c2ccccc2)CCN(S(=O)(=O)c2cccs2)CC1 | 1401 | -6 | 1.1 | -3 | -10 | -7 | 1 | 1.1 | -9 | -3
COc1ccc(-c2nc(SCc3ccccc3)n(C(=O)c3ccco3)n2)cc1 | 1501 | -4 | 0.8 | 19 | 2 | -6 | -7 | 1 | 17 | -3
COc1ccc(C(=O)N/N=C/c2c(CO)cnc(C)c2O)cc1 | 1668 | -2 | 1.2 | -26 | -2 | 5 | -3 | 1 | -18 | 4
COc1ccc(CCNS(=O)(=O)c2cn(C)c(=O)n(C)c2=O)cc1 | 1505 | -5 | 0.9 | 8 | -7 | 5 | -10 | 1 | 6 | -12
Cc1ccc(CN2CCN(c3ncccn3)CC2)o1 | 1283 | -2 | 1 | -10 | -3 | -1 | 6 | 1 | 0 | 4
O=C(Nc1ccccc1)N1CCN(c2ccccn2)CC1 | 1679 | -4 | 1 | 0 | 0 | 3 | 6 | 1 | 4 | 1
CCN(CC)CCOC(=O)c1c(C)n(C)c2ccc(OC)cc12 | 1655 | -4 | 1 | -12 | 6 | -3 | -8 | 1 | 1 | -2
COc1cnn(-c2ccccc2)c(=O)c1SCc1ccc(Cl)c(Cl)c1 | 1521 | -2 | 0.8 | -8 | 0 | 5 | 16 | 1 | 17 | -4
Cc1cccc(-c2noc(CN(C(C)C)S(=O)(=O)c3ccc(F)cc3)n2)c1 | 1297 | -4 | 0.9 | -6 | -2 | -3 | -6 | 1 | 13 | -2
Cc1csc(NC(=O)C2CCCO2)n1 (stereo not given) | 1608 | -5 | 0.9 | -14 | -9 | 2 | 1 | 1 | 8 | -2
Cc1cc(C(=O)COc2ccc(Cl)cc2Br)c(C)n1C | 1532 | -4 | 1.1 | -11 | -1 | 4 | -5 | 1 | -7 | 6
CC1CCN(CCCNC(=O)c2cc3sccc3n2C)CC1 | 1792 | -5 | 1.1 | 3 | -5 | 11 | 7 | 1 | -5 | 1
C=CCNc1nc(N2CCCCC2)c(C#N)c2c1CN(Cc1ccccc1)CC2 | 1443 | -8 | 0.9 | -15 | -6 | -6 | -1 | 1.1 | 9 | 0
COc1cccc(Cn2nnc(C(=O)NCc3ccc4c(c3)OCO4)c2N)c1 | 1594 | -4 | 1.2 | -2 | -3 | -6 | 1 | 1 | -19 | 8
COC(=O)c1ccc(Nc2cc(C)nc3nc(C)nn23)cc1 | 1340 | -5 | 0.9 | 0 | -1 | -1 | -5 | 1 | 6 | -9
O=C(Nc1ccc(NC(=O)C2CC2)nc1)c1ccncc1 | 1391 | -1 | 1 | -3 | 3 | -1 | 5 | 1 | 3 | -1
CC(C)CC(C(=O)O)N1C(=O)[C@@H]2[C@H](C1=O)[C@@H]1C[C@H]2C(Br)C1Br (stereo not given in full) | 1522 | -2 | 0.9 | -12 | 0 | -4 | -5 | 1 | 7 | -7
COC(=O)C1=C(C)N(Cc2ccco2)C(=O)N[C@H]1c1ccccc1 | 1695 | -3 | 0.9 | -8 | -7 | 0 | 3 | 1 | 5 | 10
O=C(CSc1nnc(-c2cccnc2)n1Cc1ccco1)c1ccc2ccccc2c1 | 1543 | -6 | 1 | -12 | -1 | -1 | 10 | 1.1 | 0 | 0
c1cncc(CNc2ncnc3sc4c(c23)CCC4)c1 | 1741 | -3 | 1 | -6 | -5 | 7 | 2 | 1 | 0 | 10
CCC(C)(C)NC(=O)/C=C/c1cnc2ccccc2n1 | 1498 | 2 | 1 | -4 | 0 | -4 | 3 | 1 | -3 | -5
CCCc1c(C)nc2ccc(OC)cc2c1SCCC(=O)O | 1505 | -4 | 0.6 | -12 | -4 | -2 | 0 | 1 | 41 | -13
Clc1ccc(-c2nn3cnnc3s2)c(Cl)c1 | 1646 | -2 | 0.9 | -9 | -7 | 2 | 4 | 1 | 12 | 1
CSc1cccc(NC(=O)C(C)NS(=O)(=O)c2ccc(F)cc2)c1 (stereo not given) | 1712 | -5 | 0.9 | -6 | 0 | 1 | -1 | 1.1 | 10 | 2
c1ccc(CSc2nnc(Cc3ccccc3)o2)cc1 | 1356 | -3 | 1 | -6 | -4 | 6 | 2 | 1 | -3 | -2
CCOc1ccc(CN2CCN(Cc3cnc(N4CCOCC4)s3)CC2CCO)cc1 (stereo not given) | 1486 | -12 | 1 | -14 | -8 | -3 | 1 | 1.1 | 4 | 5
COc1ccccc1/C=N/NC(=O)CC(=O)NC1CCCCC1 | 1763 | -1 | 1 | -7 | 1 | -8 | -1 | 1 | -3 | 9
Brc1ccc(Oc2ncc(CN3CCN(c4ccccc4)CC3)s2)cc1 | 1517 | -6 | 1 | -7 | -5 | -1 | 8 | 1.1 | 0 | 5
Cc1nn(C)cc1/C=N\NC(=O)c1ccc(Cn2cc(Cl)cn2)cc1 | 1611 | -2 | 0.9 | -7 | 1 | 2 | -3 | 1 | 10 | 3

Full records as entered above. Order of values: SRC2 TRFRET art | TNAP inh hi DEA | bIAP activator | TNAP inh no acc | HMGR II inh | PPARg SRC-1 ag | PPARg SRC-3 ag | TNAP act hiacc | bIAP inhibitor | PPARg SRC2 recr
COc1ccccc1/C=N/NC(=O)CC(=O)NC1CCCCC1 as listed: 1763 | -1 | 1 | -7 | 1 | -8 | -1 | 1 | -3 | 9
CSc1cccc(NC(=O)C(C)NS(=O)(=O)c2ccc(F)cc2)c1 (stereo not given) as listed: 1712 | -5 | 0.9 | -6 | 0 | 1 | -1 | 1.1 | 10 | 2

High-throughput results: PubChem BioAssay, several laboratories
